# ABCB6 inh MLPCN: inhibitors of human ABC transporter ABCB6; K562-ABCB6 porphyrin accumulation, flow cytometry, 1 h; active compounds read low; Q9NP58; 360,000 tested, 0.19% active; fluorescence ratio to DMSO, % at 10 µM;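 active means fluorescence ratio to DMSO below 75%, the collection mean minus 3 SD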;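 further: signal is porphyrin accumulated inside mitochondria; 100% equals median channel fluorescence of DMSO control wells; lower ratio means ABCB6 inhibition with less porphyrin fluorescence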
# Exocytosis inh: lytic granule exocytosis inhibition; TALL-104 LAMP-1 surface exposure, flow cytometry; cells stimulated with thapsigargin and PMA; inhibition, % at 10 µM; 360,000 tested, 0.66% active; AID 651702;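 active means inhibition above about 55%, limit read from the data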
# Glyco luc inh: blocks N-linked glycosylation in D54 reporter cells | D54 ERlucT glycosylation luciferase reporter, 24 h; percent of 100 nM tunicamycin response | reporter increase, % at 12.5 µM | 360,000 tested, 0.23% active;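 active means mean luciferase reporter signal, scaled so untreated is 0 and the glycosylation-blocking control 100, at or above a set limit in every replicate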;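 further: luciferase carries N-glycosylation sites so blocking glycosylation raises the light; 0% = median of neutral control wells and 100% = median of 100 nM tunicamycin wells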
# hiPSC survival: hiPSC single-cell survival enhancement | 360,000 tested, 0.044% active | AID 602274 | ATPlite luminescence; 100% = ROCK inhibitor wells, 0% = DMSO | survival enhancement, % at 20 µM; in the data active means survival enhancement above about 18%;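 further: cells exposed to compounds for 16 hours before the ATP read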
# HTR2A ag: mouse HTR2A agonism via beta-arrestin recruitment. P35363. CHO-K1 mHTR2A beta-arrestin complementation, luminescence; percent of 30 µM serotonin response. activation, % at 7.6 µM. 360,000 tested, 0.66% active;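 active means activation above a run cutoff, the mean activation of all tested compounds plus 3 SD, cut at about 14% in these data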;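 further: 0% = plate median of compound wells and 100% = 30 µM serotonin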
# Target sequence (P35363 whole entry, looked up): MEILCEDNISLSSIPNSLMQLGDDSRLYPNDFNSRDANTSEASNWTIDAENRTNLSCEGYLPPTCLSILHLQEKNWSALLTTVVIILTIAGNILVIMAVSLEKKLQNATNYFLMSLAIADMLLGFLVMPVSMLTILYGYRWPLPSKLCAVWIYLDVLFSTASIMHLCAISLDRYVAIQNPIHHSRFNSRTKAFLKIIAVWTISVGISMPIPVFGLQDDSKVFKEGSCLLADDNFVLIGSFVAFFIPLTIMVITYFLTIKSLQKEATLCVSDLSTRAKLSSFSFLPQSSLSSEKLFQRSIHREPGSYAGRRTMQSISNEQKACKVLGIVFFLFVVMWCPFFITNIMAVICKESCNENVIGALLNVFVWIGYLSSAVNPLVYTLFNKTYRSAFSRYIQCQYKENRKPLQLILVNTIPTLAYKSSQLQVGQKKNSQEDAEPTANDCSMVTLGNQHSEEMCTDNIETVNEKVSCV
# aDG glyco up: increases alpha dystroglycan glycosylation; Pro5-aDG cells, alpha-DG glycosylation AlphaScreen (IIH6); 0% Pro5, 100% B10-LARGE cell signal; activation, % at 10 µM; 360,000 tested, 0.22% active;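 active means activation of at least 8% versus controls, or a plate z-score of at least 8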;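 further: Pro5 are CHO cells carrying HIG-tagged alpha-DG that lacks glycosylation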
# Vif imaging: inhibitors of HIV Vif. HEK293T cells, Vif self-association by quenched fluorescence, imaging, 24 h. inhibition, % at 7.49 µM. 340,000 tested, 0.35% active. AID 602346; in the data active means inhibition above about 50%, passing the limit was not always enough; further: some results filed as inactive read as strong as hits
# Cardio protect: protects H9c2 cardiomyocytes from peroxide injury | H2O2 injury protection, ATPLite, 2 h | protection from H2O2 cell death, % at 20 µM | 360,000 tested, 0.63% active | AID 588492;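 active means compounds giving at least 50% protection of heart cells from peroxide-induced death in the single-dose screen, raw or plate-pattern-corrected value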;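 further: 0% = DMSO wells with peroxide and 100% = DMSO wells without peroxide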
# CaV13 ICDI inh: Disruptors of the CACNA1D IQ motif to Ca2+-dependent inactivation inhibitor domain association, primary screening, Förster resonance energy transfer in intact living …; AID 743397; inhibition, % at 12.3 µM; 340,000 tested, 0.098% active; HEK cells, CFP/YFP FRET ICDI-IQ, plate reader, 10 min; percent FRET-ratio fall versus neutral wells;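 active means mean replicate inhibition of at least 30% and at least 1% of replicates passing that level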;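 further: 0% = median of the neutral control wells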
# PDI inh: PDI (human) enzyme inhibition. PDI insulin aggregation turbidity, A650, 90 min. inhibition, % at 10 µM. P07237. 350,000 tested, 0.052% active. AID 588391;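 active means mean inhibition across replicates of 30% or more, whatever share of single replicates reach that level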;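 further: absorbance from insulin aggregation driven by PDI reduction with DTT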
# Target sequence (P07237 whole entry, looked up): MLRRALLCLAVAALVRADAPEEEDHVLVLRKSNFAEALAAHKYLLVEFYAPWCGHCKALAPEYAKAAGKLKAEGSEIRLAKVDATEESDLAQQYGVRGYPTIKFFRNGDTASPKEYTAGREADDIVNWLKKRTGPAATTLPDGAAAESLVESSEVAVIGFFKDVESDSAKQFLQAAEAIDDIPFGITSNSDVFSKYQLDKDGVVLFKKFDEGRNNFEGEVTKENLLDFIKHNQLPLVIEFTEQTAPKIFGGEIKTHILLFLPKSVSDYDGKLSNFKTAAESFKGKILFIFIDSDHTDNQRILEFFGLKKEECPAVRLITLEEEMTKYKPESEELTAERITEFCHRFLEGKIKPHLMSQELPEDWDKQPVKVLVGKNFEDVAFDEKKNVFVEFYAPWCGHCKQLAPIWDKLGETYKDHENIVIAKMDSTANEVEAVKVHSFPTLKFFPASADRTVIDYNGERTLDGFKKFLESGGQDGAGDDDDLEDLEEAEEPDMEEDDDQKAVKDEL
# * hit, by the source's call; / = no result given.
SMILES,ABCB6 inh MLPCN,Exocytosis inh,Glyco luc inh,hiPSC survival,HTR2A ag,aDG glyco up,Vif imaging,Cardio protect,CaV13 ICDI inh,PDI inh
COc1cc(C(=S)N2CCOCC2)cc(OC)c1OC(=O)c1ccccc1Cl,81,-11,2,1.4,-4,-0.3,-7,1,-4,3
O=C(CNC(=O)C12CC3CC(CC(C3)C1)C2)Nc1ncccc1O,103,-8,1,-0.4,2,0.0,-3,-1,-3,-3
CC(OC(=O)c1nsc(Cl)c1Cl)C(=O)NCc1cccs1 (stereo not given),98,1,2,0.2,1,-0.1,14,1,-6,-11
CSc1ncccc1C(=O)NC(C)CCc1ccccc1 (stereo not given),101,-2,-1,0.6,-6,-0.1,-7,-2,-18,-2
CCOc1ccc(CCNC(=O)CSc2ncn[nH]2)cc1OCC,96,-7,0,-0.1,4,0.8,6,3,-3,-2
Cc1ccc(N2CC(C(=O)OCC(=O)Nc3cc(C)on3)CC2=O)c(C)c1 (stereo not given),98,-1,3,0.3,-4,-0.1,19,0,-7,2
CC(C)c1ccccc1NC(=S)N1CCN(Cc2ccc3c(c2)OCO3)CC1,94,0,-1,0.5,2,0.1,-6,2,-2,1
CCSc1ncccc1-c1nc2ccccc2[nH]1,97,8,2,-0.1,-2,0.4,2,4,-4,1
CN(C)c1ccc(C(CNC(=O)c2ccccc2F)c2c[nH]c3ccccc23)cc1 (stereo not given),109,7,0,1.7,1,-0.6,-7,-8,-43,6
C[C@H](CO)N1C[C@H](C)[C@@H](CN(C)S(=O)(=O)c2cn(C)cn2)Oc2c(NC(=O)Nc3ccc4c(c3)OCO4)cccc2C1=O,98,8,2,2.2,5,-0.1,-10,4,-10,7
Cc1cc(C(=O)N/N=C/c2cc(Br)ccc2OC(=O)c2ccccc2Cl)n[nH]1,94,-1,-6,-0.4,0,0.4,-3,51*,1,-1
O=C(O)CCc1ccc(-c2cccs2)n1CCC(=O)O,116,10,1,-0.2,-1,-0.1,/,4,-3,-2
COc1ccc(Cl)cc1NC(=O)Cn1cccc1,104,0,-1,-1.5,0,0.1,/,3,-7,0
CCc1c(C(=O)NNC(=S)NCC(C)C)csc1C,99,-2,-1,6.1,1,0.1,-9,-2,-6,-5
O=C(NCCCCCCNC(=O)N1CCCCCC1)N1CCCCCC1,103,-4,1,4.3,-3,0.2,-7,2,-7,4
Cc1ccc2nc(-c3cccnc3)c(NC3CCCCC3)n2c1,96,-1,2,-2.5,1,0.5,-1,10,-5,5
O=C(CN1CCOCC1)Nc1ccc([N+](=O)[O-])cc1,99,1,1,0.5,-3,0.2,37,-4,-20,10
COc1ccc(/C=C/C(=O)Nc2cccc(S(=O)(=O)N3CCCC3)c2)cc1OC,98,0,-2,1.7,13,-0.1,-9,16,-2,-5
CN(C(=O)CSc1nnc(-c2cccs2)o1)C1CCS(=O)(=O)C1 (stereo not given),98,-2,2,-0.1,5,-0.2,4,4,-10,2
COc1ccc(S(=O)(=O)N(C)C[C@H]2Oc3ccc(NC(=O)Cc4cn(C)c5ccccc45)cc3C(=O)N([C@@H](C)CO)C[C@@H]2C)cc1,97,-4,1,-2.6,-1,-0.2,-7,8,-3,-2
Cc1ccc2[nH]c(C)c(CCN(Cc3cccnc3)C(=S)NC(C)(C)C)c2c1,106,6,-2,0.2,-5,-0.1,-11,-6,-4,9
O=C(CSc1nnc(-c2cc(-c3cccs3)nc3ccccc23)o1)NC1CCCCC1,92,0,-1,0.6,3,0.1,/,32,/,-2
CCCC(C(=O)NC(C)(C)C)N(Cc1ccccc1Cl)C(=O)c1snc(C(N)=O)c1N (stereo not given),102,48,-4,-0.2,8,0.0,0,4,0,15
CN(Cc1ccccc1)C(=S)NC(=O)c1cccs1,96,0,4,-0.3,-3,2.0,10,12,/,2
O=C(Nc1nccs1)c1ccc(Br)cc1,92,-17,-2,-0.6,1,0.1,-36,-7,-22,4
SMILES,ABCB6 inh MLPCN,Exocytosis inh,Glyco luc inh,hiPSC survival,HTR2A ag,aDG glyco up,Vif imaging,Cardio protect,CaV13 ICDI inh,PDI inh
Brc1ccc(CN2CCN(c3ccccc3)CC2)o1,94,16,0,0.6,6,0.0,-1,2,-1,-5
CCCCNC(=O)C[C@@H]1C[C@@]2(C(=O)OC)CC(C)(C)CC=C2N(Cc2cccc3ccccc23)C1=O,/,0,/,/,-5,0.0,/,/,-17,/
CCOc1cc(/C=N/NC(=O)CN(CCc2ccccc2)S(=O)(=O)c2ccc(NC(C)=O)cc2)ccc1O,100,5,1,-1.6,-6,-0.2,-4,46,-2,-11
COc1ccc(NC(=O)C2CCCN2C(=O)OCc2ccccc2)cc1 (stereo not given),98,-4,0,-0.2,-1,0.0,-5,-1,-7,3
Cc1cc(C)c2[nH]c(=O)c(CN(CC3CCCO3)S(=O)(=O)c3ccc4c(c3)OCCO4)cc2c1 (stereo not given),92,5,0,-2.1,1,0.0,-7,11,-10,-3
Cc1cccc(C2c3[nH]c4ccccc4c3CCN2Cc2cccn2-c2ncccn2)c1 (stereo not given),98,12,-9,0.0,-6,-0.2,5,2,-2,-4
COCCNC(C)C(=O)Nc1ccc(Br)cc1 (stereo not given),99,-2,2,-3.8,5,0.0,23,-1,-5,6
CS(=O)(=O)NC1CCN(Cc2ccccc2)CC1,98,0,-1,4.9,10,0.0,8,1,-7,2
CNC(=O)CSc1nnc(-c2cccnc2)n1-c1ccc(C)cc1,97,3,-1,1.7,5,-0.2,3,2,6,10
O=C(NCCN1C(=O)S/C(=C\c2ccccc2F)C1=O)C1CCN(S(=O)(=O)c2cccs2)CC1,97,-3,2,-1.1,-1,-0.2,-13,-8,-3,5
Cc1ccc(S(=O)(=O)N2CC(=O)Nc3ccccc32)c(C)c1NS(C)(=O)=O,104,-8,2,0.9,2,-0.1,-8,3,-18,1
C=CC(C)Sc1nc2c(c(=O)n(C)c(=O)n2C)n1Cc1ccccc1Cl (stereo not given),99,-1,-4,0.3,-4,0.0,-5,-1,-7,/
CCOc1ccc(N2CC(C(=O)N3CCc4ccccc4C3)CC2=O)cc1 (stereo not given),95,-2,0,5.1,3,0.3,/,-3,-5,22
OCCSc1nnc(Nc2ccccc2)s1,97,1,2,0.1,4,0.1,2,-3,/,-4
COc1ccc(OC)c2[nH]c(=O)c(CCNS(=O)(=O)c3ccc(Cl)cc3)cc12,102,4,-2,0.1,3,-0.3,/,4,/,-4
Cc1cc(=O)oc2cc(OC(C)C(=O)O)c(Cl)cc12 (stereo not given),100,0,0,-1.0,2,-0.2,8,-1,/,-3
Nc1nonc1C(=O)NCCNC(=O)c1ccc(Cl)cc1,87,-1,1,0.1,-6,-0.1,13,4,-4,-20
Nc1nncn1C(=O)c1cc(Br)ccc1Cl,95,8,1,3.9,5,0.0,6,-1,-4,2
Cc1ccc(C(=O)NCC(=O)Nc2ccc(C)c(S(=O)(=O)Nc3ccc(Cl)cc3)c2)s1,113,-4,-1,-0.4,-2,0.1,-3,-5,-4,2
COc1ccccc1CN1CCN(S(=O)(=O)c2ccc(C)cc2)CC1,103,-8,-3,0.7,-7,0.1,-3,-4,10,2
CCOc1ccc(S(=O)(=O)N2CCC(C(=O)NCc3ccccn3)CC2)cc1C,98,9,2,-0.3,6,0.2,1,-6,-4,9
COc1cc2ccccc2cc1C(=O)N(CCN(C)C)c1nc2ccc(Br)cc2s1,101,4,-1,-0.5,-11,-0.2,7,-4,-3,9
O=C(NC12CC3CC(CC(C3)C1)C2)c1ccc(COc2ccc(Cl)cc2[N+](=O)[O-])o1,95,11,0,0.2,-3,0.2,1,-19,/,0
COc1ccc(NC(=O)Nc2cnccn2)cc1OC,90,0,3,0.4,5,0.4,-9,-2,-3,-4
CCOc1ccc(-n2c(N)c(C(=O)N3CCN(C)CC3)sc2=S)cc1,94,4,-1,-0.4,10,-0.2,-3,4,-4,-4
SMILES,ABCB6 inh MLPCN,Exocytosis inh,Glyco luc inh,hiPSC survival,HTR2A ag,aDG glyco up,Vif imaging,Cardio protect,CaV13 ICDI inh,PDI inh
N=c1c2c3c(sc2ncn1CCCO)CCCC3,96,0,2,-2.6,7,0.6,12,-6,0,3
O=C1C(=O)N(CCS(=O)(=O)c2ccccc2)c2ccc(Cl)cc21,100,0,6,0.3,-3,0.3,3,-6,-2,-9
O=C(Nc1cccc(OCC(=O)N2CCOCC2)c1)c1ccc(C(F)(F)F)cc1,97,-14,-2,3.0,-1,0.1,-1,-7,-7,-4
CCOC(=O)C(=O)C1C(=O)Nc2ccccc21 (stereo not given),100,1,1,0.7,0,0.0,1,-1,-18,12
COc1ccc(NC2CCCN(C(=O)CSc3ccccn3)C2)cc1OC (stereo not given),90,22,3,-0.4,-3,0.1,-1,-1,-7,6
Cc1ccc(C)c(N2CCN(C(=O)c3ccc(CS(=O)Cc4cccc(Cl)c4)o3)CC2)c1 (stereo not given),92,58*,0,1.1,1,-0.1,-2,7,-4,5
O=[N+]([O-])c1ccc(S(=O)(=O)NCC(c2ccc3c(c2)OCO3)N2CCOCC2)cc1 (stereo not given),96,-5,-1,1.8,-3,-0.1,3,2,-12,-32
Cc1cc(C)cc(NC(=O)CCC(=O)Nc2cc(C)on2)c1,98,-1,-1,-0.6,-2,0.0,1,-3,/,10
CCc1cccc(NC(=O)CCc2nc(-c3cccs3)no2)c1,97,-2,-1,0.0,1,-0.1,3,-28,-5,3
Cc1ccc(C2=Nc3ccccc3NC(C)(c3ccc(C)o3)C2)o1 (stereo not given),115,-1,-1,4.2,-4,-0.1,-5,0,-5,0
CC(C)NC(=O)N(O)C1N(Cc2ccc3c(c2)OCO3)C(=S)SC1(C)C (stereo not given),106,2,2,-3.9,-3,0.0,-2,-3,/,-1
O=C(Cc1coc2cc3c(cc12)CCC3)NCC1(N2CCCCC2)CCCCC1,106,-3,-8,-2.0,2,0.0,-1,-1,-2,2
NC(=O)c1nsc(C(=O)N(Cc2ccco2)C(C(=O)NCc2ccccc2)c2ccc(O)cc2)c1N (stereo not given),97,4,-7,0.3,-5,-0.1,-11,58*,-2,-32
CCc1cc(=O)oc2cc(OC(C)C(=O)NCc3ccccn3)ccc12 (stereo not given),100,2,1,0.0,-4,0.1,58*,1,-4,-6
COc1ccc(NC(=O)NC2(C(=O)N3CCN(C)CC3)CCCCC2)cc1,92,-11,2,-0.1,-3,0.0,19,3,-3,-13
O=C(Nc1ccccc1)C1C2CCC3C(CCC21)C3(Cl)Cl (stereo not given),89,-5,-2,-2.7,-4,0.1,11,-4,-3,-1
CC(=O)Nc1ccc(Nc2ncnc3c2cnn3-c2ccc(C)cc2C)cc1,96,-2,-6,-1.1,3,-0.1,-8,-3,-6,-3
Cc1cc(S(=O)(=O)NCc2ccc(S(N)(=O)=O)cc2)c(C)s1,100,2,0,3.6,1,-0.5,-2,-3,-4,10
CCOC(=O)c1sc(-c2cccc(C(F)(F)F)c2)nc1O,98,-7,2,0.0,-6,-0.1,6,11,-7,3

# Limited to Glyco luc inh, for 3 of the compounds above:
canonical_smiles	Glyco luc inh
CN(C)c1ccc(C(CNC(=O)c2ccccc2F)c2c[nH]c3ccccc23)cc1 (stereo not given)	0
COCCNC(C)C(=O)Nc1ccc(Br)cc1 (stereo not given)	2
CCSc1ncccc1-c1nc2ccccc2[nH]1	2

# Source: PubChem BioAssay (several laboratories)
